High-throughput results: PubChem BioAssay, several laboratories
STEP inh = blocks human striatal-enriched tyrosine phosphatase; AID 588621; recombinant STEP, OMFP fluorogenic substrate, fluorescence; P54829; inhibition, % at 20 µM; 360,000 tested, 0.25% active;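 active = inhibition at 20 µM, scaled per plate between control wells, above about 37%, limit read from the data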;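 also: 0% = DMSO with enzyme and substrate and 100% = substrate only without enzyme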
Target sequence (P54829 whole entry, looked up): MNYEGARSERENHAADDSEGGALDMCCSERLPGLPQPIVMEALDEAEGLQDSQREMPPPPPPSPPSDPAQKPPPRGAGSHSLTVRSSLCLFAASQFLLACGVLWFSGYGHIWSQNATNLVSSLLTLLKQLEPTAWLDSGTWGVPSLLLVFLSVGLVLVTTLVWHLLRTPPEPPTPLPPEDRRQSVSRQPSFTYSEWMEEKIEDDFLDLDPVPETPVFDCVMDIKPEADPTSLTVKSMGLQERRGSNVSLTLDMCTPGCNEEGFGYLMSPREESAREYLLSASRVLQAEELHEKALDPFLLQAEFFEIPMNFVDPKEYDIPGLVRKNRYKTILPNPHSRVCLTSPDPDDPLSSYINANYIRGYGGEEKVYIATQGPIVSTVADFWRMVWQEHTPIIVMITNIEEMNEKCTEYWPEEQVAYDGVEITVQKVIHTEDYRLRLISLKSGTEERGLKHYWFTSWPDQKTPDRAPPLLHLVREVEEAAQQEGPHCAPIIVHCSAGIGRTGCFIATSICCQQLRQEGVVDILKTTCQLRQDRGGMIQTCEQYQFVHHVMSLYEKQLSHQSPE
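Assay system: isolated STEP enzyme. Buffer or medium: pH 6.0 Bis-Tris with DTT and Tween 20. Also added: fluorogenic phosphatase substrate OMFP at 25 µM final. Dosing: 20 µM, 1% DMSO. Timing: 20 min reaction, room temperature, in the dark. Measured by: fluorescence intensity, excitation 480 nm, emission 540 nm. Evaluation: normalized % inhibition.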
Rin1-Abl PPI inh = inhibitors of human Rin1-Abl protein interaction. P00519+Q13671. TR-FRET Rin1/Abl binding, biochemical. inhibition, % at 7.35 µM. 360,000 tested, 0.4% active. AID 588664; in the data active = inhibition above about 5%, passing the limit was not always enough
Scp-1 inhibitor = blocks human Scp-1 phosphatase activity | Q9GZU7 | Recombinant Scp1, phosphopeptide, malachite green phosphate absorbance | inhibition, % at 20 µM | 340,000 tested, 0.88% active;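 active = inhibition above about 50% at 20 µM, limit read from the data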;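 also: plate controls were DMSO wells with enzyme for no effect and wells lacking enzyme for full effect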
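Incubation: 45 min enzyme reaction at room temperature / System: truncated SCP-1 phosphatase (76-261aa) / Reagent: Phospho 17-mer peptide substrate / Buffer or medium: Acidic Tris acetate buffer with magnesium and detergent / Signal: absorbance at 630 nm / Doses: one concentration, 20 µM, with 1.0% DMSO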
Rpn11 block = Rpn11 (human) deubiquitinase inhibition; O00487; human 26S proteasome, Ub4-pepOG fluorescence polarization; 20S core pre-blocked with epoxomicin; calls only at 20 µM; 360,000 tested, 0.59% active;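 active = inhibition at 20 µM, scaled to each plate's controls, above about 33%, limit read from the data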
CSN inh = inhibitors of human CSN-mediated cullin deneddylation. 360,000 tested, 0.38% active. Q92905. inhibition, % at 12.5 µM. Purified CSN, SCF-Nedd8-OG deneddylation, fluorescence polarization;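 active = pattern-corrected inhibition above about 35%, with an unprinted fluorescence ratio check between 0.5 and 1.5, limit read from the data, passing the limit was not always enough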;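 also: 0% = enzyme with substrate and 100% = substrate without enzyme; some results filed as inactive read as strong as hits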
Target sequence (Q92905 whole entry, looked up, one chain of several): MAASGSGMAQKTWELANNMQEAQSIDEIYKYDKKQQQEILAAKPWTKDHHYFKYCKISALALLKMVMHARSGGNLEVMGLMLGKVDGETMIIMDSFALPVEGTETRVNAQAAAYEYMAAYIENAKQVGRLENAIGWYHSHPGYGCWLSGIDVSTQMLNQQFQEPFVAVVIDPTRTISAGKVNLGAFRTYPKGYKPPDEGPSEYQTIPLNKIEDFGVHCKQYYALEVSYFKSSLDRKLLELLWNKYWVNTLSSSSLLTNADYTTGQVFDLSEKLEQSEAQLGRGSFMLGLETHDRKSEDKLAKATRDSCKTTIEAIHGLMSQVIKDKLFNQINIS
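Detection – fluorescence polarization · System – HEK293T-derived human Csn5 enzyme · Controls – substrate-only high control, full reaction low control · Timing – 90 min, room temperature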
SUMO1 PPI mod = alters human SUMO1 binding to SIM partners. P63165. SUMO1 binding to a labelled peptide, TR-FRET, 1 h. inhibition, % at 20 µM. 360,000 tested, 0.33% active. AID 602429; in the data active = inhibition above about 37%
NadD block = inhibitors of Staphylococcus aureus NadD | purified NadD enzyme, colorimetric absorbance read-out | inhibition, % at 20 µM | 360,000 tested, 0.78% active; in the data active = inhibition above about 26%; also: some compounds past the cut are filed as inactive
Neddylation inh = blocks human cullin neddylation; P61081+Q13564; TR-FRET cullin neddylation, biochemical; calls only at 25 µM; 360,000 tested, 0.58% active; in the data active = inhibition above about 36%
LMPTP block = blocks human LMPTP phosphatase; P24666; recombinant LMPTP-A, OMFP fluorogenic substrate, fluorescence intensity; inhibition, % at 20 µM; 360,000 tested, 0.22% active; AID 651560;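 active = compounds that cut the enzyme signal by at least half of the control window in the single-dose screen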;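 also: plate controls were DMSO wells with enzyme plus substrate for no effect and substrate without enzyme for full effect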
Target sequence (P24666 whole entry, looked up): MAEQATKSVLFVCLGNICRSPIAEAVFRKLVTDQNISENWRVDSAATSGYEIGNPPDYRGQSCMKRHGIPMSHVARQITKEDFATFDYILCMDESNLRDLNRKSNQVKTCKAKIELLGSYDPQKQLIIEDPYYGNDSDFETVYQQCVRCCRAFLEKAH
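Test system: LMPTP-A phosphatase enzyme; input: 0.625 nM LMPTP-A final; reagent: OMFP substrate, 400 µM final; compound dosing: 20 µM single dose, 3% DMSO; incubation: 50 min dark incubation at room temperature; measured by: endpoint fluorescence intensity from OMFP dephosphorylation; measure: % inhibition relative to no-enzyme and uninhibited control wells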
DNMT1 block = blocks human DNA methyltransferase DNMT1; P26358; DNMT1 molecular beacon, Hinp1I cleavage, fluorescence; inhibition (reported as % activation of signal), % at 10 µM; 360,000 tested, 0.83% active; in the data active = inhibition above about 50%
* hit, by the source's call; i = inactive; / = no result given; + = active, no number.

Molecule,STEP inh,Rin1-Abl PPI inh,Scp-1 inhibitor,Rpn11 block,CSN inh,SUMO1 PPI mod,NadD block,Neddylation inh,LMPTP block,DNMT1 block
C=CCN1C(=O)C2(/C(=C(\O)c3ccc4c(c3)OCCO4)C(=O)C(=O)N2CCCOC)c2ccccc21 (stereo not given),-2,-2,-9,i,3,0,12,i,-0.9,1
COc1ccc(-c2cc(C(F)(F)F)nc(SCC(=O)NCCCN3CCOCC3)n2)cc1,0,5,6,i,5,2,-5,/,-1.7,-2
CCc1nc(CN2CCCC(C(=O)Nc3ccc(-c4cccc(OC)c4)cc3)C2)c(C)[nH]1 (stereo not given),-1,-3,/,i,4,-3,-10,i,-0.6,-13
CN(C)c1ccc(CN(C(=O)COc2ccc(F)cc2)C2CCS(=O)(=O)C2)cc1 (stereo not given),-2,4,-11,i,1,1,-6,i,-2.2,-1
CCc1ccccc1NC(=O)CN(C)S(=O)(=O)c1ccc(-c2ccc(=O)[nH]n2)s1,3,1,-3,i,-2,-3,11,i,2.3,-8
Cc1cc(NC(=O)CSCC(=O)NC(C)c2ccccc2)no1 (stereo not given),-5,9.7*,2,i,-1,2,-3,i,0.5,11
CCN(CC)CCNC(=O)Cn1ncc2ccccc2c1=O,-2,1,-3,i,3,0,-1,i,0.0,0
Cc1cc(F)cc(-c2cc(C(=O)NCc3ccccn3)[nH]n2)c1,2,-5,/,i,2,-1,1,i,-1.3,1
CC(C)C(NC(=O)OCc1ccccc1)C(=O)NC(Cc1c[nH]c2ccccc12)C(=O)O (stereo not given),1,1,/,i,-7,3,6,i,-0.5,-4
Cc1ccc(C(=O)N2CCC(C(N)=O)CC2)cc1C,-4,3,-3,i,-2,3,6,i,-0.8,0
CC(NC(=O)c1ccccc1O)c1ccccc1 (stereo not given),-4,-2,-12,i,3,-7,0,+,-1.3,2
COc1cccc(-c2ccc3c(c2)C2CC3CCN2C(=O)c2ccc(-c3ccccc3)cc2)c1 (stereo not given),2,-2,/,i,-5,1,18,i,9.1,-3
O=C(c1cccn2c(=O)c3cc(Cl)ccc3nc12)N1CCOCC1,-1,-3,-6,i,1,-16,-1,/,-0.3,-1
O=C(COC(=O)CCc1c[nH]c2ccccc12)NCc1ccc(Cl)cc1,3,2,-9,i,-2,2,-9,i,1.8,-6
NNC(=O)c1sc2nc(N3CCOCC3)c3c(c2c1N)CCCC3,0,-2,-11,i,-2,-17,12,/,1.7,-14
CC(=O)N1CCN(S(=O)(=O)c2ccc3c(c2)CC(=O)N3)CC1,-2,-1,-8,i,-2,0,-1,i,-2.0,-5
CC1(c2nnc(-c3cccc(Cl)c3)o2)CC(c2ccccc2Br)=NO1 (stereo not given),-2,1,-7,i,3,7,-5,i,2.6,-3
O=[N+]([O-])c1ccc(NCCCN2CCOCC2)c([N+](=O)[O-])c1,-10,-6,-3,i,2,-25,1,i,1.0,6
COc1cccc(C(=O)N/N=C(/CCC(=O)O)c2ccccc2)c1,2,-3,-3,i,-10,-5,-7,i,-1.4,10
CN1C(=O)[C@@H]2C[C@@]3([C@@]45C[C@H]6C(=O)N(C)[C@@H](Cc7ccccc7)C(=O)N6[C@@H]4Nc4ccccc45)c4ccccc4N[C@H]3N2C(=O)[C@@H]1Cc1ccccc1,0,5,9,i,-7,2,-4,i,-1.5,4
COCCOC(=O)C1=C(C)NC(=S)NC1c1ccc(OCC(=O)N2CC(C)OC(C)C2)c(OC)c1 (stereo not given),1,1,-5,i,-4,3,-3,i,-0.9,-1
Cc1ccc(C(=O)NNC(=S)NCC2CCCO2)cc1[N+](=O)[O-] (stereo not given),-2,2,-7,i,-2,-12,0,i,-0.9,-1
Cc1cccc(C)c1OCC(=O)Nc1cc(Cl)ccc1-n1cncn1,0,0,-6,i,2,-2,-10,i,0.3,-4
Cc1cc(-c2nnc(CCC(=O)NC(C)c3ccc(F)cc3)o2)no1 (stereo not given),1,1,-4,i,4,3,2,i,-1.6,0
COc1ccccc1-c1nnc(SCC(=O)NC2CC2)n1C,-1,-2,-3,i,0,-5,-5,i,-1.3,1
C#CCNC(=O)C1=C[C@@H](c2ccc(C(F)(F)F)cc2)[C@H](CCCO)[C@@H](OCC)O1,0,3,-6,i,-5,3,-2,i,-0.1,10
CCCCN(C)c1c(C)nc2ccc(C(=O)NCCc3c[nH]c4ccccc34)cn12,2,0,/,i,0,-2,4,i,2.9,9
O=C(Nc1ccc(Oc2ccccc2)cc1)c1ccc2nc([C@@H]3O[C@H](CO)[C@H](O)[C@H](O)[C@H]3O)[nH]c2c1,-2,2,/,i,-1,3,1,i,-0.6,-1
Nc1c(C(=O)OCC(=O)NCc2ccccc2)[nH]c(=O)[nH]c1=O,11,1,-2,i,4,-17,-30,i,1.6,1
O=C(c1ccc(S(=O)(=O)N2CCCCC2)cc1)N1CCN(CCN2C(=O)c3cccc4cccc(c34)C2=O)CC1,0,0,6,i,0,-23,7,i,2.1,-2

For reference, part of the list above:
Molecule,STEP inh,Rin1-Abl PPI inh,Scp-1 inhibitor,Rpn11 block,CSN inh,SUMO1 PPI mod,NadD block,Neddylation inh,LMPTP block,DNMT1 block
CCCCN(C)c1c(C)nc2ccc(C(=O)NCCc3c[nH]c4ccccc34)cn12,2,0,/,i,0,-2,4,i,2.9,9
O=C(Nc1ccc(Oc2ccccc2)cc1)c1ccc2nc([C@@H]3O[C@H](CO)[C@H](O)[C@H](O)[C@H]3O)[nH]c2c1,-2,2,/,i,-1,3,1,i,-0.6,-1
Nc1c(C(=O)OCC(=O)NCc2ccccc2)[nH]c(=O)[nH]c1=O,11,1,-2,i,4,-17,-30,i,1.6,1
O=C(c1ccc(S(=O)(=O)N2CCCCC2)cc1)N1CCN(CCN2C(=O)c3cccc4cccc(c34)C2=O)CC1,0,0,6,i,0,-23,7,i,2.1,-2

(listing goes on)
Molecule,STEP inh,Rin1-Abl PPI inh,Scp-1 inhibitor,Rpn11 block,CSN inh,SUMO1 PPI mod,NadD block,Neddylation inh,LMPTP block,DNMT1 block
CC(=O)c1ccccc1NS(C)(=O)=O,2,-4,-1,i,6,-3,9,i,-2.0,2
COc1ccc(Cl)cc1NC(=O)c1ccco1,-2,0,-13,i,5,-3,-8,i,-1.2,1
O=C(O)c1ccc(COc2ccc(/C=N/NC(=O)c3cccs3)cc2)cc1,3,-3,24,i,3,6,11,i,-0.4,3
O=C(O)/C=C/c1cccc2c1OCCO2,1,1,-11,i,0,1,0,i,-1.8,2
c1ccc(OCc2nnc3n2CCCCC3)cc1,0,-1,-1,i,6,-2,-3,i,1.9,0
Cc1ccc(C(=O)OCC(=O)Nc2sc3c(c2C#N)CCCCC3)cc1NC(=O)c1ccco1,-2,0,-5,i,-3,6,36*,i,2.8,-11
COc1ccc(NC(=O)CN2C(=O)COc3ccc(S(=O)(=O)N4CCCCC4)cc32)cc1OC,0,2,1,i,-7,5,4,i,-0.5,-4
CCCc1nnc(NC(=O)c2nc(S(=O)(=O)Cc3ccc(C)cc3)ncc2Cl)s1,0,2,-2,i,-3,4,7,i,0.2,4
Cc1ccc(NC(=O)c2ccc(N3CCOCC3)c([N+](=O)[O-])c2)cc1S(=O)(=O)N1CCOCC1,1,-4,-5,i,-14,-16,4,i,0.3,-6
CCOC(=O)N1CCN(C(=O)Cn2cnc3ccccc3c2=O)CC1,-3,1,0,i,-5,3,-5,i,-0.2,2
Cc1ccc(C)c(S(=O)(=O)N2CCN(C(=O)c3ccc(-n4cncn4)c([N+](=O)[O-])c3)CC2)c1,1,4,-6,i,-2,-18,2,i,0.2,1
CCNc1nc(-c2ccc(OC(F)F)cc2)c(C)s1,-4,4,-5,i,6,-2,-3,i,0.9,-4
CCOC(=O)C1=C(C)C2C3C(=O)N(c4cc(C)ccc4C)C(=O)C3C1(C)C1C(=O)N(c3cc(C)ccc3C)C(=O)C21 (stereo not given),-3,0,-7,i,-1,-3,2,i,0.9,-6
Cc1nc2c(C)cccn2c(=O)c1NC(=O)c1ccc2c(c1)OCO2,-1,0,3,i,-1,-7,-1,i,-1.5,-1
C=CCn1cnnc1SCC(=O)NCC1COc2ccccc2O1 (stereo not given),-2,5,-3,i,4,1,-3,i,-1.1,1
CC(C)(C)c1ccc(C(=O)N/C(=C\c2cccs2)C(=O)NCc2ccco2)cc1,2,-2,-7,i,0,-12,3,i,1.1,-2
COc1ccc(CN2CNc3nc4ccccc4n3C2)cc1,-1,-1,-7,i,2,0,0,i,1.5,-1
CCC(C)C(=O)Nc1nccs1 (stereo not given),-1,5,-8,i,-2,1,1,i,-0.9,-1
CS(=O)(=O)N1CCCC(C(=O)NCc2cccs2)C1 (stereo not given),-3,5,-6,i,10,0,5,i,-1.7,3
Cn1c(C(=O)N(Cc2ccccc2)Cc2ccccn2)cc2sccc21,0,-4,-3,i,1,7,-2,i,-1.5,-6
O=C1CCC(C(=O)N2CCCCO2)CN1Cc1cccc(C(F)(F)F)c1 (stereo not given),1,-2,0,i,-2,0,8,i,-0.7,1
COc1ccc(C2=NN(C(=O)CSc3cn(C)c4ccccc34)C(c3ccc(OC)cc3)C2)cc1 (stereo not given),3,-1,-17,i,3,7,6,i,8.5,-18
CCOc1c(OC(C)=O)ccc(/C=C/c2ccc3cccc(OC(C)=O)c3n2)c1[N+](=O)[O-],-2,4,-5,i,4,-10,-3,i,-0.7,-6
Cc1cc(NS(=O)(=O)c2ccccc2)n(-c2ccccc2)n1,-1,-5,-1,i,3,-1,2,i,-1.5,-7
CC(C)Oc1ccc(C(CC(=O)O)NC(=O)Cc2ccccc2)cc1 (stereo not given),0,1,-7,i,-1,0,-5,i,-1.7,0
COc1ccc2oc(C(=O)OCC(=O)Nc3ccccc3OC)c(C)c2c1,2,-8,-6,i,-2,-4,-8,i,0.2,-2
O=C(NNc1cccc([N+](=O)[O-])c1)/C(=C\c1cccnc1)NC(=O)c1ccccc1,-1,0,-23,i,2,-22,3,i,-0.1,4
CN(C(=O)NC1CC(=O)N(c2ccc3c(c2)OCCO3)C1)c1ccccc1 (stereo not given),2,-1,-3,i,-2,-1,-5,i,-0.8,2
O=C(NC(=S)Nc1ccc(S(=O)(=O)Nc2nccs2)cc1)c1cccc(F)c1,6,-2,0,i,-8,0,0,i,-0.7,8
COc1ccccc1-n1cnc2cc(C(=O)NCc3ccco3)ccc21,-1,2,-7,i,3,2,8,i,-1.6,4
O=C(NC1CCCCNC1=O)c1ccc(Cl)cc1 (stereo not given),-3,2,-6,i,2,1,0,i,0.0,4
COc1ccccc1CCNC(=O)CSc1nnc2ccc(-c3cccnc3)nn12,-2,-4,-9,i,0,-7,-2,i,-0.3,3
